Bioassay records deposited in PubChem by National Center for Advancing Translational Sciences (NCATS).
BLM helicase inh: Bloom syndrome helicase (human) inhibition. P54132. recombinant BLM DNA unwinding, fluorescence dequenching. Potency, µM (top dose mostly 56.1 µM), for inactives: top-dose activity change, negative = inhibition, actives largely listed as inhibitors. 0.2% of 350,000 active;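 further: potency means the concentration at half of the fitted maximal effect; plate controls were vehicle for no effect and no enzyme for full effect; nearly all actives have a fitted effect of over 35% in size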
APE1 inh: APE1 (human) endonuclease inhibition | P27695 | recombinant APE1, TAMRA/BHQ-2 abasic DNA cleavage fluorescence | Potency, µM (series often up to 65.8 µM), for the others: at the highest dose activity change, negative = inhibition, usual class: inhibitors | 0.35% of 350,000 active | AID 2517;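 further: potency means the concentration at half of the fitted maximal effect; plate controls were vehicle for no effect and reference inhibitor for full effect; nearly all actives have a fitted effect of over 55% in size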
Target sequence (P27695 whole entry, looked up): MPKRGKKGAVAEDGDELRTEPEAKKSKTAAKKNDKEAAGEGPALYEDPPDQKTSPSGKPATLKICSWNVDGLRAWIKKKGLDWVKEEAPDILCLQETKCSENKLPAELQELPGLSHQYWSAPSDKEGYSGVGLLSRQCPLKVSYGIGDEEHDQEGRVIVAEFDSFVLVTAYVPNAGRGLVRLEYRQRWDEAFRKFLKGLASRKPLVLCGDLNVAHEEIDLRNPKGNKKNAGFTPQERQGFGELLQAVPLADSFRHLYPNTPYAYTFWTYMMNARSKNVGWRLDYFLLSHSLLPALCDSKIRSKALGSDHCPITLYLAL
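Enzyme (0.75 nM final) and test compound are incubated 15 min at room temperature before adding 50 nM quenched THF abasic-site duplex. Cleavage dequenches TAMRA, followed at 525/598 nm over three reads one minute apart.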
Pol kappa inh: blocks human DNA polymerase kappa activity | Q9UBT6 | purified Pol kappa, fluorescent DNA synthesis assay, 10 min | Potency, µM (highest dose often 107 µM), for inactives: at the top dose activity, negative = inhibition, actives largely listed as inhibitors | 0.53% of 400,000 active | AID 588579; further: potency means the concentration at half of the fitted maximal effect; on the % scale 0 is the no-effect control and ±100 the full control effect
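Here, compound and 10 nM enzyme are combined for 15 min at room temperature; adding 50 nM substrate (final) starts DNA synthesis, tracked by fluorescence at 0 and 10 min against buffer-only wells.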
POLB inh: DNA polymerase beta (human) inhibition. AID 485314. 1.3% of 340,000 active. Potency, µM (series often up to 114 µM), inactives show at the highest dose activity change, negative = inhibition, usual class: inhibitors. Pol beta primer extension/strand displacement, fluorescence kinetic; further: potency means the concentration at half of the fitted maximal effect; on the % scale 0 is the no-effect control and ±100 the full control effect
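Homogeneous kinetic assay of primer extension and strand displacement by 10 nM Pol beta, preincubated 15 min at room temperature with compound before 50 nM substrate (final) was added. Read at 0 and 10 min; four-parameter Hill fit.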
POLI inh: DNA polymerase iota (human) inhibition | Q9UNA4 | Pol iota fluorescent replication assay, 10 min | 1% of 390,000 active | Potency, µM (titrated, usually from 115 µM), inactives show top-dose activity, negative = inhibition, actives largely listed as inhibitors | AID 588590; further: potency means the concentration at half of the fitted maximal effect
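Pol iota at 10 nM preincubated 15 min with compounds at room temperature; reaction started with fluorescent substrate, 50 nM final. Fluorescence read kinetically at 0 and 10 min; buffer-only wells as negative control.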
Glioma ERSR ind: ER stress response induction in glioma; U87-MG GRP78 promoter luciferase reporter, 16 h; Potency, µM, for inactives: top-dose activation, most hits filed as activators; 0.02% of 420,000 active; further: potency means the concentration at half of the fitted maximal effect; series mostly up to about 76 µM; % of control where 0% means no effect; nearly all actives have a fitted effect of over 35% in size
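Stably transfected U87-MG human glioma cells carrying a GRP78-based luminescent sensor were seeded at 1000 cells/well, pin-dosed with compounds and incubated 16 h. Luciferase reagent was then added, and end-point luminescence was read after 10 min at room temperature.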
POLH inh: blocks human DNA polymerase eta activity; Q9Y253; recombinant Pol eta, fluorescent DNA replication assay; Potency, µM (top dose mostly 114 µM), for inactives: top-dose activity change, negative = inhibition, hits mostly inhibitors; 1.2% of 390,000 active; AID 588591; further: potency means the concentration at half of the fitted maximal effect; on the % scale 0 is the no-effect control and ±100 the full control effect
Target sequence (Q9Y253 whole entry, looked up): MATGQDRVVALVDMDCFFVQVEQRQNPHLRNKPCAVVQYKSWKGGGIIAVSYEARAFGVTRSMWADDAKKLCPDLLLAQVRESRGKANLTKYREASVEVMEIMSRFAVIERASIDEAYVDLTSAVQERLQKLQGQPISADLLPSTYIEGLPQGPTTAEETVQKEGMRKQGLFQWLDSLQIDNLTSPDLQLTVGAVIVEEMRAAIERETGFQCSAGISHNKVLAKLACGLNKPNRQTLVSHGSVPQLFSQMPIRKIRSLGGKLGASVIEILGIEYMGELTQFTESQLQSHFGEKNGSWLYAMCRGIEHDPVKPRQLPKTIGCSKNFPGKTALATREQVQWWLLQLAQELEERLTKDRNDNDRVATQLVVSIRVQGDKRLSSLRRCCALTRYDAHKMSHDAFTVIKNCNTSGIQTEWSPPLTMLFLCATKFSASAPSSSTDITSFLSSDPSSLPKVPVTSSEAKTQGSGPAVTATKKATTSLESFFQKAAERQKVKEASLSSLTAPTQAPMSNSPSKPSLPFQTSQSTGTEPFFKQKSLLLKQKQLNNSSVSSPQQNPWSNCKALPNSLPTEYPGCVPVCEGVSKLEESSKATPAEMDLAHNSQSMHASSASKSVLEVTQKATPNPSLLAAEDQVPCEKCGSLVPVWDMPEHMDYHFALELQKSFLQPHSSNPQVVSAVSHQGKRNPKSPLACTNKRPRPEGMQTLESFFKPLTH
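Pol eta at 10 nM preincubated with compounds 15 min at room temperature; reaction started with fluorescent substrate (50 nM final) and read kinetically at 0 and 10 min.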
Anesthetic bind: candidate novel general anesthetic via apoferritin binding | 0.074% of 350,000 active | Potency, µM (doses to about 77.5 µM), for the others: at the highest dose activity change, negative = displacement, usual class: inhibitors | apoferritin/1-aminoanthracene competitive binding, fluorescence | P02791 | AID 485281; further: potency means the concentration at half of the fitted maximal effect; on the % scale 0 is the no-effect control and ±100 the full control effect; nearly all actives have a fitted effect of over 20% in size
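In PBS, apoferritin at 10 uM is loaded with 1-AMA from a 50% saturated solution. After 10 min of compound exposure at ambient temperature, reduced 535 nm fluorescence indicates probe displacement.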
LDHA inh: inhibitors of human lactate dehydrogenase A; P00338; purified LDHA, NADH/diaphorase-resazurin fluorescence; stronger effect = lower value; activity change, % (values are at about 110 or 230 µM); 0.15% of 480,000 active; in the data active means activity change below about -30%; inconclusive means mostly about -25% to -30%;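 further: plate controls were DMSO wells for no effect and wells without enzyme for full effect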
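Human LDH5 (2 nM) was incubated with 0.06 mM NADH and 0.2 mM pyruvate for 5 min at room temperature in Tris pH 7.4. Remaining NADH was coupled through diaphorase/resazurin, and resorufin fluorescence was read at 0 and 20 min.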
Starred values were filed as active, the others as inactive; ? = inconclusive; . = no result given; [ ] = dose if it differs, or a comment. Unless noted, the call rests on the fitted dose curve; in most records, active means well fitted curve in the direction sought with a large enough effect; inconclusive means small, poorly fitted or top-dose-only effect, or another doubt; inactive means no such curve, though single readings can be large; an effect the other way counts as inactive or inconclusive.

SMILES | BLM helicase inh | APE1 inh | Pol kappa inh | POLB inh | POLI inh | Glioma ERSR ind | POLH inh | Anesthetic bind | LDHA inh
CCOc1ccc(CCNC(=O)c2ccc(CNS(=O)(=O)c3ccccc3)cc2)cc1OCC | -8% | 3% | -5% | 45% | 15% | -4% | -23% | -14% | -12
O=C(N/N=C/c1ccncc1)c1cc(C2CC2)nc2ccccc12 | 0% | 54%[activator] | 3% | -30% | 27% | 0% | -16% | 0% | -1
O=C1CSC(c2ccc(Cl)cc2)N1Nc1nc(N2CCOCC2)nc(N2CCOCC2)n1 (configuration not stated) | -1% | -5% | -6% | -25% | 8% | -2% | -22% | -15% | -3
C=C(C)COc1ccc2c(C)c(CCC(=O)N3C[C@H]4C[C@@H](C3)c3cccc(=O)n3C4)c(=O)oc2c1 | 0% | 14% | 4% | 24% | 11% | -3% | -22% | -19% | -3
Cc1cc(=O)n2nc(N(C)CC(=O)NCc3ccc(Cl)cc3)sc2n1 | 0% | . | -7% | 10% | 6% | 1% | 3% | 5% | -15
C[C@@]12CCC=C[C@H]1[C@H](c1ccc(/C=C/c3ccccc3)cc1F)N(Cc1ccccc1)C2=O | -8% | -5% | -11% | 3% | -7% | -6% | -3% | -2% | 1
COc1ccccc1OCc1ccc(C(=O)NCc2ccco2)o1 | -6% | -5% | -17% | ? | ? | 1% | -29% | -3% | -9
CN(C)S(=O)(=O)c1ccc(C(=O)NCC(=O)N/N=C/c2cccs2)cc1 | -1% | 24% | 3% | 11% | 22% | 0% | -16% | -8% | -1
CN(C)C(=O)CSc1nc2ccc(N3C(=O)c4ccccc4C3=O)cc2s1 | -10% | 14% | 8% | 4% | -17% | 1% | -4% | 8% | -1
CC(C)(C)c1ccc(C(=O)OCC(=O)Nc2sc3c(c2C#N)CCC3)cc1 | -5% | 2% | -1% | 7% | 11% | -6% | -8% | 4% | -10
Cc1ccccc1NC(=O)c1ccccc1NC(=O)c1ccco1 | -5% | 1% | -19% | 3% | -18%[58.9 µM] | -4% | 16% | -3% | -2
COc1ccc(N2CCN(C(CNC(=O)C(=O)NC3CC3)c3ccco3)CC2)cc1 (configuration not stated) | . | -7% | -5% | . | 99%[activator] | -4% | -8% | . | -1
CCN1CCN(CCCNC(=O)c2ccc3c(c2)N(Cc2ccc(C)cc2)CCS3)CC1 | -4% | 10% | -1% | 25% | 5% | -2% | 0% | 91%[activator] | -2
COc1ccc2c(c1)sc1ncc(C(=O)NCc3ccc(Cl)cc3)c(=O)n12 | -1% | . | 6% | 86% | 14% | -2% | -1% | -1% | -1
CC(SCc1ccccc1)C(=O)N/N=C/c1ccc2c(c1)OCO2 (configuration not stated) | -7% | 12% | -18% | -12% | 29% | -5% | -14% | -16% | -5
CCOC(=O)[C@@H]1[C@H]2COc3ccc(Br)cc3[C@@H]2N2C(=O)N(c3ccc(F)cc3)C(=O)[C@]12C | -9% | 23% | -11% | -20% | -21% | -2% | -15% | 1% | -1
C[C@]12C(=O)N(c3ccc(Br)cc3)C(=O)N1[C@H]1c3ccccc3OC[C@@H]1[C@H]2c1ccccc1 | . | 5% | -3% | . | 0% | -4% | -6% | . | -2
CC1CCN(S(=O)(=O)N2CCCC(C(=O)NCc3ccc(F)cc3)C2)CC1 (configuration not stated) | 0% | -8% | -4% | -7% | -11% | -5% | -18% | -8% | -1
Nc1ccc(CCn2ccnc2)cc1 | -2% | 21% | -15% | 20% | -17% | -2% | -21% | -7% | 4
COc1cccc(NC(=O)NC2CCCCCCC2)c1 | -10% | 5% | -18% | -28% | 21% | 8% | -6% | ? | -4
CCCc1cc(=O)[nH]c(SCCOc2ccc(OCC)cc2)n1 | -5% | 3% | -14% | -2% | 9% | -1% | -20% | -5% | -9
COc1cc(CC(=O)NCC(C)(C)N2CCOCC2)cc(OC)c1OC | 0% | 71%[activator] | 1% | 7% | 25% | -3% | -17% | -7% | 0
Cc1ccn2c(Nc3ccc4c(c3)OCCO4)c(-c3cccs3)nc2c1 | -7% | . | 0% | ? | 9% | -2% | -17% | 55%[activator] | -11
CC(C)NC(=S)N/N=C/C1=CCC2CC1C2(C)C (configuration not stated) | -7% | 4% | -7% | 5% | 23% | -3% | -13% | -12% | -3

Ordered by value in POLI inh (falling): three from the list above.
structure,BLM helicase inh,APE1 inh,Pol kappa inh,POLB inh,POLI inh,POLH inh,Anesthetic bind,LDHA inh
COc1cccc(NC(=O)NC2CCCCCCC2)c1,-10%,5%,-18%,-28%,21%,-6%,?,-4
Nc1ccc(CCn2ccnc2)cc1,-2%,21%,-15%,20%,-17%,-21%,-7%,4
CCOC(=O)[C@@H]1[C@H]2COc3ccc(Br)cc3[C@@H]2N2C(=O)N(c3ccc(F)cc3)C(=O)[C@]12C,-9%,23%,-11%,-20%,-21%,-15%,1%,-1

Following part:
SMILES | BLM helicase inh | APE1 inh | Pol kappa inh | POLB inh | POLI inh | Glioma ERSR ind | POLH inh | Anesthetic bind | LDHA inh
CC(=O)Nc1ccc(NC(=O)CSc2nnc(C)c(=O)n2N)cc1 | -3% | 2% | 6% | 2% | 45%[activator] | -4% | -12% | -2% | -7
CCOC(=O)Nc1sc(=S)n(C)c1C | 5% | 3% | 7% | -1% | 19% | -3% | 7% | -5% | -2
C=C1C=CS(=O)(=O)N(C(CC(C)C)C(=O)OC)C1 (configuration not stated) | -2% | 15% | -4% | . | -16% | -2% | . | -9% | .
O=P(Cc1ccncc1)(c1ccccc1)c1ccccc1 | 0% | 2% | -6% | 9% | 14% | -4% | -14% | -4% | -9
CC/C(O)=C1\C(=O)CC(C)(C)CC1=NCCc1nc2ccccc2[nH]1 | -1% | -7% | 1% | 84% | -20% | -2% | -4% | -4% | -16
O=C1OCCC1Sc1nc2ccccc2c(=O)n1Cc1ccccc1 (configuration not stated) | -3% | -1% | 2% | 26% | 9% | ? | -14% | -10% | -1
CC1(C)SC(=Nc2ccccc2)N(S(=O)(=O)c2ccccc2)C1=O | -1% | -7% | -5% | 9% | -6% | -5% | -10% | -4% | -4
Cc1cc(C(=O)c2ccc3ccccc3c2)c(C)o1 | . | . | 7% | . | -21% | -3% | 27% | . | 1
CC(NC(=O)c1cncc(Br)c1)c1ccc(S(N)(=O)=O)cc1 (configuration not stated) | 1% | -5% | -5% | -12% | ? | -6% | -1% | -1% | -5
COc1ccc(CNC(=S)Nc2ccc(Br)cc2)cc1 | -2% | -17% | -6% | -1% | 157%[activator] | -2% | -11% | -8% | -7
CCOC(=O)c1ccc(NC(=O)c2nc[nH]c2C(=O)N[C@@H](C)C(=O)OC(C)(C)C)cc1 | -1% | -3% | 10% | 39% | -3% | -2% | -16% | 0% | 2
O=C(Cc1ccc(Br)cc1)OCC(=O)c1ccc[nH]1 | . | 27% | -3% | . | 71%[activator] | 1% | -18% | . | -2
CCC1CCCCN1C(=O)CSc1nnc(CNC(=O)c2cc(OC)c(OC)c(OC)c2)o1 (configuration not stated) | -3% | ? | -1% | 7% | 18% | -3% | 1% | -16% | -6
CN(C)S(=O)(=O)c1ccc(Cl)c(C(=O)Nc2cccc([N+](=O)[O-])c2)c1 | -15% | 0% | 2% | 21% | 12% | -5% | 6% | -9% | -6
O=C(CO/N=C/c1ccc(OC(F)F)cc1)NCc1cccs1 | 0% | 15% | -9% | 1% | 8% | -2% | -13% | 0% | -4
COc1cc(-c2nnc(SCc3cccnc3)n2C)cc(OC)c1O | 1% | 5% | -2% | 20% | 24% | -5% | -10% | -8% | -3
C=CCn1c(C)nnc1SCC(=O)Nc1nc(C)c(C(=O)N(C)C)s1 | -2% | 7% | -3% | 11% | -14% | -4% | -4% | 1% | -1
Cc1cccc(NC(=O)c2sc3nc(-c4ccc(F)cc4)cn3c2C)n1 | -12% | 10% | 9% | 18% | 9% | -1% | -2% | ? | -8
CC(C)CN(Cc1c(O)ccc2ccccc12)CC(C)C | -3% | 10% | 3% | 26% | 23% | -2% | -13% | -7% | 12
COC(=O)c1sc(NC(=O)CSc2nnc(C(C)C)n2C)nc1C | -3% | -1% | 9% | 5% | 5% | -2% | -8% | 1% | 2
COc1ccc(CCNC(=O)COc2ccc(C)nc2[N+](=O)[O-])cc1 | -3% | 17% | -3% | -3% | 41%[activator] | 1% | -18% | -8% | -3

Entries of single compounds as entered above.
CC(C)CN(Cc1c(O)ccc2ccccc12)CC(C)C in the list: BLM helicase inh = -3%; APE1 inh = 10%; Pol kappa inh = 3%; POLB inh = 26%; POLI inh = 23%; Glioma ERSR ind = -2%; POLH inh = -13%; Anesthetic bind = -7%; LDHA inh = 12
O=C(CO/N=C/c1ccc(OC(F)F)cc1)NCc1cccs1 in the list: BLM helicase inh = 0%; APE1 inh = 15%; Pol kappa inh = -9%; POLB inh = 1%; POLI inh = 8%; Glioma ERSR ind = -2%; POLH inh = -13%; Anesthetic bind = 0%; LDHA inh = -4

Four entries drawn at random from those above:
SMILES | BLM helicase inh | APE1 inh | Pol kappa inh | POLB inh | POLI inh | Glioma ERSR ind | POLH inh | Anesthetic bind | LDHA inh
Cc1cccc(NC(=O)c2sc3nc(-c4ccc(F)cc4)cn3c2C)n1 | -12% | 10% | 9% | 18% | 9% | -1% | -2% | ? | -8
CN(C)S(=O)(=O)c1ccc(Cl)c(C(=O)Nc2cccc([N+](=O)[O-])c2)c1 | -15% | 0% | 2% | 21% | 12% | -5% | 6% | -9% | -6
COc1cc(-c2nnc(SCc3cccnc3)n2C)cc(OC)c1O | 1% | 5% | -2% | 20% | 24% | -5% | -10% | -8% | -3
COC(=O)c1sc(NC(=O)CSc2nnc(C(C)C)n2C)nc1C | -3% | -1% | 9% | 5% | 5% | -2% | -8% | 1% | 2

A portion of the library. The share of hits here may be higher or lower than overall.
